Source: PubChem
PP5 inh – PP5 phosphatase inhibitors, primary screen, biochemical, fluorescence; purified PP5c, OMFP substrate fluorescence; inhibition, % at 6.7 µM; 0.18% of 320,000 active; AID 1987, 2009;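 active means inhibition above the campaign's mean inhibition across all tested compounds plus 3 SD, cut at about 9.5% in these data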;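 further: 0% = DMSO only and 100% = 100 µM cantharidin control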
GASC-1 inh – inhibitors of GASC-1 histone demethylase, primary screen, biochemical, fluorescence, DELFIA europium; GST-JMJD2C(1-420) H3K9me3 demethylation; Lysine-specific demethylase 4C (Homo sapiens), Q9H3R0; 0.069% of 330,000 active; AID 2099, 2009; inhibition, % at 2.35 µM;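 active means more than half of a compound's replicate wells show inhibition beyond 50%, single wells judged on their own value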;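 further: signal counts dimethyl H3K9 product captured on neutravidin plate; 0% = median of DMSO wells and 100% = 0.3 times that DMSO median; strong numbers were not always called active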
Target sequence (Q9H3R0 1-420 limits assumed): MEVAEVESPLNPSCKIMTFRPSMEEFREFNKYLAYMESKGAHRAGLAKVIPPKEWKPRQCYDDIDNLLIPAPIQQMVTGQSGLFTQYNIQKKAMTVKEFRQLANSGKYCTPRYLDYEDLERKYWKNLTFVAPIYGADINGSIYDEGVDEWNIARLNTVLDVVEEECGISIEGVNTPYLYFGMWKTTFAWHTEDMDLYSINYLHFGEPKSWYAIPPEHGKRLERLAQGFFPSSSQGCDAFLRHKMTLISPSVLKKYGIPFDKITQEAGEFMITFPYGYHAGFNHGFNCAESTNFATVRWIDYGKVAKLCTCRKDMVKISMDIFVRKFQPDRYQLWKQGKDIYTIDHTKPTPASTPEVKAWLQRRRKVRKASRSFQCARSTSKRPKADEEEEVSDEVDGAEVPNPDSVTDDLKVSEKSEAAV
TPT1 inh – Candida albicans TPT1 enzyme inhibitors, primary screen, biochemical, fluorescence polarization | tRNA 2'-phosphotransferase TPT1 (Candida albicans SC5314) | recombinant caTPT1, FP RNA substrate dephosphorylation | inhibition, % at 5 µM | 0.81% of 300,000 active;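 active means inhibition above the mean of all tested compounds plus 3 SD, set per screening campaign, cut at about 24% in these data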;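 further: plate controls were DMSO alone for no effect and ferristatin control at 100 nM for full effect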
Yeast superoxide – reduction of superoxide in aged yeast, primary screen, HTS; S. cerevisiae aged cells, superoxide DHE fluorescence; active compounds read low; superoxide response (% of plate mean), % at 10 µM; 0.18% of 330,000 active;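 active means superoxide response under a set limit, about three screen SD below normal, cut at about 65% in these data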;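 further: yeast aged for seven days with compound at 30 °C before DHE staining; 100% = average MFI of all compound-treated wells on the plate with controls excluded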
EBNA-1 inh – EBNA-1 DNA-binding inhibitors, primary screen, biochemical, fluorescence polarization; inhibition, % at 14.8 µM; 0.34% of 300,000 active; in the data active means inhibition above about 28%
ZTA counter – counter-screen for EBNA-1 inhibitors: inhibitors of Epstein-Barr virus ZTA; P03206; ZTA-DNA binding, fluorescence polarization; inhibition, % at 11 µM; 0.15% of 320,000 active; AID 2234; in the data active means inhibition above about 33%
Target sequence (P03206 whole entry, looked up): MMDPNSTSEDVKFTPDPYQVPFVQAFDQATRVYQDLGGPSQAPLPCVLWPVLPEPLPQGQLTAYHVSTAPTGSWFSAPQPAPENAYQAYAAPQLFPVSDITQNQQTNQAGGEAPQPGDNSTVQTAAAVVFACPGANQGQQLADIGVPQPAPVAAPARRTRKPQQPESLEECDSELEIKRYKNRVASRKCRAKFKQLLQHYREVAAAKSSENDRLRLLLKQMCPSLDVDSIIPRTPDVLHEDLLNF
core dimer inh – inhibitors of HCV core protein dimerization, primary screen, biochemical, TR-FRET, high-throughput | AID 1899, 2009 | TR-FRET GST/Flag-core106 dimerization, 1536-well | inhibition, % at 5 µM | 0.33% of 300,000 active;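 active means inhibition above the mean of all tested compounds plus 3 SD, set per screening campaign, cut at about 45% in these data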
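Test system: GST/Flag-tagged HCV core106 proteins; Medium: KF-containing HEPES buffer, pH 7.45, DTT, CHAPS, BSA; Times: compound-protein-antibody incubation 4 h at 22.5 °C; Detection: TR-FRET 671 and 617 nm emission; Benchmarks: wells lacking GST-core106 and wells with excess unlabelled core106.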
PP1 inh – PP1-alpha phosphatase inhibitors, primary screen, counter-screen for PP5 inhibitor project, biochemical, fluorescence, OMFP substrate, single point | purified PP1alpha | Serine/threonine-protein phosphatase PP1-alpha catalytic subunit (Homo sapiens), P62136 | AID 2235, 2010 | inhibition, % at 6.7 µM | 0.9% of 320,000 active;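 active means inhibition above the mean inhibition of all tested compounds plus 3 SD, computed separately for each screening campaign, cut at about 15% in these data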
Target sequence (P62136 whole entry, looked up): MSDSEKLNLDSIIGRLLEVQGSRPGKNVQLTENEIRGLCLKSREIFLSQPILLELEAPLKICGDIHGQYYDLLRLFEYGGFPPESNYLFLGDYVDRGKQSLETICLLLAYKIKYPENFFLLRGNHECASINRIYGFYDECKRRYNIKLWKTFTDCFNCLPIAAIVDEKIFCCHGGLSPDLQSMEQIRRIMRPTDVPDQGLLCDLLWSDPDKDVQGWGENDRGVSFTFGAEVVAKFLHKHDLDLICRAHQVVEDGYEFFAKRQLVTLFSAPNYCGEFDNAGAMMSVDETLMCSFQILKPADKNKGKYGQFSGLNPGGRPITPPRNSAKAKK
Fh CTSL1 inh – Fasciola hepatica cathepsin L1 inhibitors, primary screen, counter-screen for PFM18AAP inhibitor project, biochemical, QFRET, fluorogenic peptide substrate. recombinant F. hepatica cathepsin L1, Z-Leu-Arg-MCA fluorescence. inhibition, % at 5.96 µM. 0.49% of 300,000 active. AID 1906, 2009;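 active means inhibition above the mean of all tested compounds plus 3 SD, set per screening campaign, cut at about 17% in these data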;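 further: 0% = plate median of test compound wells and 100% = 1 µM Z-Phe-Ala-diazomethylketone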
* = called active by the depositor; . = no result given.

SMILES	PP5 inh	GASC-1 inh	TPT1 inh	Yeast superoxide	EBNA-1 inh	ZTA counter	core dimer inh	PP1 inh	Fh CTSL1 inh
Cc1noc(C)c1S(=O)(=O)N1CCCC(C(=O)Nc2ccc(Cl)cn2)C1 (configuration not stated)	1.3	12	-5	87	4	-12	-5	2	-5
CC(=O)Nc1nc(-c2cccs2)cs1	1.5	29	-2	92	2	-14	0	-4	4
COc1cccc(/C=N/NC(=O)CNC(=O)c2ccc(S(=O)(=O)N3CCOCC3)cc2)c1OC	-2.4	-12	-5	118	-9	10	3	-4	-6
O=C(NC1CCSc2ccccc21)c1ccccc1Cl (configuration not stated)	-5.5	4	-1	85	1	-4	0	-4	-1
Cc1cc(F)ccc1NC(=O)c1cnccn1	0.3	-3	-4	92	-7	-11	1	-2	0
COc1ccccc1OCC(=O)NNC(=O)CCCC(=O)NNC(=O)COc1ccccc1OC	2.3	4	-3	97	-9	0	-2	2	-6
O=C(OCC(=O)c1ccc(Cl)cc1Cl)c1cnccn1	-2.7	-8	1	100	-8	-6	-1	-1	-18
CN(Cc1cccc(F)c1)CC(O)COCc1ccccc1Cl (configuration not stated)	0.2	5	1	107	-3	9	-3	2	-4
O=C(CSc1nnc(-c2ccco2)o1)Nc1cccc([N+](=O)[O-])c1	1.2	-4	-2	95	5	-4	-16	-2	-2
COC(=O)c1cc(=O)n(CCc2ccccc2)c(=Nc2ccc(F)cc2)s1	4.8	0	-2	108	-8	4	9	0	-1

Taken from the results shown, 4 compounds:
SMILES	PP5 inh	GASC-1 inh	TPT1 inh	Yeast superoxide	EBNA-1 inh	ZTA counter	core dimer inh	PP1 inh	Fh CTSL1 inh
Cc1noc(C)c1S(=O)(=O)N1CCCC(C(=O)Nc2ccc(Cl)cn2)C1 (configuration not stated)	1.3	12	-5	87	4	-12	-5	2	-5
CC(=O)Nc1nc(-c2cccs2)cs1	1.5	29	-2	92	2	-14	0	-4	4
COc1cccc(/C=N/NC(=O)CNC(=O)c2ccc(S(=O)(=O)N3CCOCC3)cc2)c1OC	-2.4	-12	-5	118	-9	10	3	-4	-6
O=C(NC1CCSc2ccccc21)c1ccccc1Cl (configuration not stated)	-5.5	4	-1	85	1	-4	0	-4	-1

Additional compounds.
SMILES	PP5 inh	GASC-1 inh	TPT1 inh	Yeast superoxide	EBNA-1 inh	ZTA counter	core dimer inh	PP1 inh	Fh CTSL1 inh
Cc1cccc(NC(=O)CCN2CCCC(C)C2)c1 (configuration not stated)	0.4	-1	1	100	2	-5	-2	2	0
CC(NC1c2ccccc2-c2ccccc21)c1ccccc1 (configuration not stated)	2.5	-4	0	94	-5	-12	-5	3	-2
Cc1ccc(Oc2nc(-c3cccnc3)nc3ccccc23)c([N+](=O)[O-])n1	-1.6	3	0	110	-2	-4	2	-3	0
CCOc1cc(/C=N/N2CCN(Cc3ccccc3)CC2)ccc1O	3.0	5	-1	99	-2	12	-9	-3	1
CCOC(=O)Cn1cc([N+](=O)[O-])c(OC)n1	0.0	-2	-4	92	-9	9	1	-1	5
Fc1ccc(CSc2nsc(SCc3ccc(F)cc3)n2)cc1	1.7	1	5	97	-18	12	-6	1	-1
Cc1c(NC(=O)c2ccc3c(c2)OCO3)cccc1-c1nc2ccccc2s1	4.3	0	2	119	-6	-11	6	5	-4
Cc1ccc(OCC(=O)NC(C)c2ccc(Cl)c(Cl)c2)c([N+](=O)[O-])n1 (configuration not stated)	2.6	1	-4	95	-10	-17	-1	4	1
Clc1ccccc1OCc1nn[nH]n1	-3.9	0	-1	85	5	7	-2	-2	-2
Cc1nn(Cc2ccccc2Cl)c(Cl)c1/C=C/C(=O)OCC(=O)NC1CCS(=O)(=O)C1 (configuration not stated)	3.8	2	-1	112	-2	1	0	0	-7
O=C(Nc1nc(-c2cccs2)c(C(=O)C(F)(F)F)s1)c1ccccc1	1.0	-4	0	105	-1	-22	-69	-1	0
COCCOc1ccc(C(F)(F)F)cc1NC(=O)CN1C(=O)NC(C)(c2ccc3c(c2)OCO3)C1=O (configuration not stated)	2.7	-6	-4	93	-2	-13	-11	2	-1
NNC(=O)c1nn(-c2ccc(Cl)cc2)ccc1=O	-0.8	55*	-1	99	0	3	3	8	4
Cc1ccc(CN2CCN(/N=C/c3cccnc3)CC2)cc1	-1.5	4	-4	99	4	-5	-5	-2	-1
CCOC(=O)CC(=O)CSc1nc(C)cc(C)c1C#N	2.1	-4	-5	90	-1	2	-7	0	-1
O=C(COC(=O)c1ccc(Cl)c(S(=O)(=O)N2CCCCC2)c1)NCC1CCCCC1	1.5	-5	.	114	.	8	.	-1	.
Cc1cnc(C(=O)OCC(=O)c2ccc[nH]2)cn1	-0.3	-25	-1	108	-5	6	4	-4	1
CC(=O)OCC1OC(OCc2cn(C[C@H]3CC[C@H](Cn4cc(COC5OC(COC(C)=O)C(OC(C)=O)C(OC(C)=O)C5OC(C)=O)nn4)O3)nn2)C(OC(C)=O)C(OC(C)=O)C1OC(C)=O (some centres not stated)	-2.4	0	2	106	8	7	5	-3	0
CC(C)C/C=C1\CCc2c([nH]c3ccccc23)C1=O	0.1	-2	1	97	-5	-3	-1	5	-5
CCOC(=O)CNc1c(-c2ccc(O)cc2)nc2ccccn12	1.1	-4	5	103	4	10	-3	-3	0
Cc1ccc(NS(=O)(=O)c2csc(C(N)=O)c2)cc1C	1.4	2	1	97	13	-8	3	-5	-8
CCC1(C)Cc2c(sc3nc4n(c(=O)c23)CCCS4)CO1 (configuration not stated)	1.8	8	-5	131	-1	-3	0	-2	1
Cc1nnc(SCC(=O)NCCOc2ccc(Cl)cc2)n1-c1ccccc1	2.2	1	-3	103	-7	4	0	2	-2
CC(=O)Nc1ccc(S(=O)(=O)NC2(C(F)(F)F)C(=O)Nc3c2c(=O)[nH]c(=O)n3Cc2cccnc2)cc1 (configuration not stated)	-2.2	0	5	99	-11	-2	4	0	1
CC(C)(C)c1ccc(-c2nnc(SCCN3C(=O)c4ccccc4C3=O)o2)cc1	1.9	4	1	80	-5	-11	22	-4	2
Cc1ccc(Nc2nc(-c3ccncc3)nc3ccccc23)cc1	0.2	-4	6	99	-8	6	4	-2	1
Oc1ccc(/C=N/Nc2ncc(Br)cn2)c(O)c1	-0.3	30	-5	84	-6	-14	-15	-1	3
COc1ccc(C(=O)CSc2nnc(NC(=O)C3CC(=O)N(c4cccc(OC)c4)C3)s2)cc1 (configuration not stated)	0.1	-2	1	101	51*	3	12	13	-4
Cc1c(Cl)cccc1NC(=S)N1CCOCC1	1.4	5	1	117	-8	-27	-14	-5	-4
COc1cccc(C=O)c1OC(=O)N1CCOCC1	-1.4	-25	-6	95	5	-2	-6	0	0
O=C(CC1C(=O)OCN1C(=O)OCc1ccccc1)OCC(=O)c1ccccc1 (configuration not stated)	0.2	-3	-5	91	3	-12	-1	1	2
Cc1[nH]c(=O)[nH]c(=O)c1S(=O)(=O)N(CC(C)C)CC(C)C	6.5	4	-5	127	-14	-3	-3	-2	-1
Cc1ccc(OCC(=O)NCCCNC(=O)c2ccncc2)cc1	-1.1	-2	1	107	4	-3	4	-6	3
Cc1cccc(N2C(=O)CC(Sc3nc(C)c4c(n3)CCCC4)C2=O)c1 (configuration not stated)	1.3	-18	5	106	-6	2	10	1	2
CCOC(=O)N1CCN(C(=O)c2ccc3nc4ccc(Cl)cc4c(=O)n3c2)CC1	-0.7	6	-3	89	5	-2	2	2	-1
CC(=O)c1cccc(NC(=O)CSc2nnc(-c3cccnc3)o2)c1	-0.1	1	-6	90	10	-7	2	-1	0
COc1cc(OC)cc(C(=O)Nc2ccc(S(=O)(=O)N(C)C)cc2)c1	-0.2	-15	0	92	8	-5	-5	0	-1
CS(=O)(=O)N1CCN(c2ccc(NC(=S)NC(=O)c3ccc4c(c3)OCO4)cc2)CC1	-2.4	14	1	100	-2	-4	7	-1	9
COCCNc1oc(/C=C/c2ccccc2OC)nc1S(=O)(=O)c1ccccc1	4.2	1	-1	91	1	3	6	2	4
O=C(Nc1ccccc1)N(Cc1ccccc1)C1=NCCS1	1.1	-11	-3	92	-6	0	-5	-2	-2
COC(=O)CNc1nc(C2CC2)nc2c1nnn2Cc1ccccc1Cl	0.8	13	2	100	7	2	3	1	4
CC(C)CN1CCN(CC#Cc2ccccc2)CC1CCO (configuration not stated)	-3.4	7	1	102	5	-6	2	-1	-4
COc1cc(OC)c(OC)cc1CN(C)CCc1ccccn1	3.0	-1	-2	97	4	-11	-10	-2	-4
N=C(N=C(N)N)N1CCc2ccccc21	0.1	3	2	90	5	10	-1	-2	4
O=C(Nc1ccccc1)N1CCc2c([nH]c3ccccc23)C1C(F)(F)F (configuration not stated)	4.6	-5	-4	83	-11	-11	2	5	7
CCN(CC(=O)Nc1ccc(NC(C)=O)cc1)C(=O)c1cccc2ccccc12	1.9	7	.	97	.	-10	.	3	.
COc1ccc(CCNC(=O)COC(=O)c2cc(S(=O)(=O)N3CCCC3)ccc2O)cc1	1.5	.	.	105	.	10	.	-9	.
COc1cccc(C(=O)Nc2ccc(C(=O)NCC3CCCO3)cc2)c1 (configuration not stated)	-0.2	3	2	113	9	-10	0	-3	1
Fc1ccc(-n2nnc(-c3ccccc3Cl)n2)cc1	-0.8	2	2	106	8	13	6	-5	1
Cc1cc(C)c2c(CC(=O)Nc3nccs3)coc2c1	2.5	4	0	100	-9	3	-1	-3	2

Next part:
SMILES	PP5 inh	GASC-1 inh	TPT1 inh	Yeast superoxide	EBNA-1 inh	ZTA counter	core dimer inh	PP1 inh	Fh CTSL1 inh
Cc1cc(=O)[nH]c(SCC(=O)NCCc2ccccc2)n1	1.2	-3	2	132	-2	-3	1	-7	-4
COc1ccc(S(=O)(=O)N2CCN(c3nc(C)cc(C)n3)CC2)cc1	2.1	-7	1	91	4	5	2	-1	-3
COc1cccc(N2CCN(Cc3cccnc3)CC2)c1	2.5	0	3	122	4	1	-3	-2	-1
CC(Sc1nnc(C(F)(F)F)n1C)C(=O)NC(N)=O (configuration not stated)	1.7	-2	0	85	1	-7	0	-6	1
COc1cc(/C=C/C(=O)O)cc(S(=O)(=O)Nc2ccccc2SC)c1OC	-0.3	8	0	98	7	2	6	-3	0
CCN(CC)C(=O)c1cnn(-c2ccccc2)c1NC(=O)c1cccs1	-0.5	-4	-6	91	10	8	1	-3	1
N/N=C/C(=N\Nc1ccc(Cl)cc1)C(=O)c1ccncc1	0.6	3	6	96	5	0	3	3	3
CC(Cc1cccnc1)NC(=O)CCc1nnc(-c2ccccc2)o1 (configuration not stated)	0.8	5	-1	106	-3	8	-17	2	0
N=c1sccn1CC(=O)Nc1ccc(Cl)c(S(=O)(=O)N2CCOCC2)c1	-0.7	6	2	83	5	11	1	0	-1
CCOC(=O)C1=C(COC(=O)Cc2ccccc2)NC(=O)NC1C (configuration not stated)	1.4	-18	1	100	-4	13	2	-2	-1
O=C(O)c1cccc(C(=O)Cc2ccccc2)c1	3.5	-9	-6	87	0	9	-7	0	-1
Nc1nnc(SCC(=O)Nc2cc(S(=O)(=O)N3CCOCC3)ccc2N2CCCC2)s1	1.5	12	.	76	.	-2	.	0	.
CCC(C)(C)NC(=S)Nc1ccc(-c2nc3ccc(C)cc3s2)cc1	0.1	-5	6	75	3	11	0	0	6
CC12CCC(C(=O)Nc3cc(Cl)ccc3Cl)(C/C1=N\O)C2(C)C (configuration not stated)	1.1	11	-3	91	-6	-2	1	-1	-1
COc1ccc2c(c1OC)C(=O)NC(C)=C(C(=O)OC(C)(C)C)C2O (configuration not stated)	1.5	-5	-2	141	1	-12	5	-3	5

Not a hit list. About 3.1% of those tested had a hit in this group.
